# Assay outcomes deposited in PubChem BioAssay by several laboratories.
# M. tuberculosis GlmU = inhibition of mycobacterial GlmU enzyme – biochemical, glucosamine-1-phosphate acetyltransferase (AID 1376) | inhibition, %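 (tested at 30 µM in the primary screen)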, or IC50 in µM where a hit was titrated | M. tuberculosis GlmU acetyltransferase enzyme assay; higher % means a stronger effect | 0.25% of 220,000 active; in the data active means inhibition above about 13%; inconclusive means no clear call, values can overlap the other calls;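 further: 0% = complete reaction with vehicle and 100% = reaction without substrate; strong numbers were not always called active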
# Mtb RmlCD inh = M. tuberculosis RmlC/RmlD inhibition | P9WH09+P9WH11 | RmlC+RmlD coupled enzyme assay, percent inhibition; primary screen in compound mixtures | inhibition, % at 3.6 µM | 0.03% of 160,000 active; in the data active means inhibition mostly above about 34%, no sharp cut-off; inconclusive means no clear call, values can overlap the other calls; inactive means mostly below about 22%; further: some results filed as inactive read as strong as hits
# Target sequence (P9WH09 whole entry, looked up): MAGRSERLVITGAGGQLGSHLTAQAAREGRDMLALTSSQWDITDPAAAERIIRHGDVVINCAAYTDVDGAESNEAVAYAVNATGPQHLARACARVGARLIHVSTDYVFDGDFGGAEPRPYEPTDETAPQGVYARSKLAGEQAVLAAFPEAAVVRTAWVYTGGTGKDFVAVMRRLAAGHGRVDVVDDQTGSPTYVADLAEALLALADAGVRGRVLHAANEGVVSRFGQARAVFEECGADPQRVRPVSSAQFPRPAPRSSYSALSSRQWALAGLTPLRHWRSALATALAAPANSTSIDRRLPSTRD
# Target sequence (P9WH11 whole entry, looked up): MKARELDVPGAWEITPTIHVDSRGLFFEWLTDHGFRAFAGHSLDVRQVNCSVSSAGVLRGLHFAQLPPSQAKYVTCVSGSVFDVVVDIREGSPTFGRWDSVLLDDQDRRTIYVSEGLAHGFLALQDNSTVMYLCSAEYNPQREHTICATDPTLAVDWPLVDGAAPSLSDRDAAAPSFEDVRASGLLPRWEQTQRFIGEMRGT
# * = called active by the depositor; ? = inconclusive; nt = not tested or not shown; & = joins results of further samples.
nr | SMILES | M. tuberculosis GlmU | Mtb RmlCD inh
1 | C=Cn1ccnc1P(=S)(c1ccccc1)c1nccn1C=C | 5.4% | -12
2 | CC(C)(C)C(=O)c1cn(CC(=O)NCc2ccco2)c2ccccc12 | -1.5% | 6
3 | Oc1c(Br)cc(C2N=C(c3ccccc3)NO2)cc1Br (stereo unspecified) | 9.5% | nt
4 | CCn1cc(CNC(=O)c2cc(-c3ccccc3OC)nc3ccccc23)c(C)n1 | -5.2% | 2
5 | CCS(=O)(=O)c1ccc2oc(Nc3cc(C)cc(C)c3)nc2c1 | 2.7% | -10
6 | CCN1CCN(C(=O)C2CCN(Cc3nc(-c4cccc(Cl)c4)oc3C)CC2)CC1 | 0.2% | -4
7 | COc1cc(CC(NC(C)=O)C(=O)NC2CCN(C(=O)c3cc(OC)c(OC)c(OC)c3)CC2)cc(OC)c1 (stereo unspecified) | -1.0% | -4
8 | O=C(CSc1nnc(NC2CCCCC2)s1)Nc1ccc(N2CCOCC2)cc1 | 2.5% | 14
9 | CC(CNC(=O)C1CCCCC1C(=O)O)c1ccccc1 (stereo unspecified) | -3.5% | 6
10 | O=C(C1CCC1)N1CCc2cc(S(=O)(=O)NCCN3CCN(c4ccccc4F)CC3)ccc21 | nt | -1
11 | CCOc1ccccc1/C=c1\sc2ncnn2c1=O | 3.0% | nt
12 | COc1ccccc1N1CCN(C(=O)N2CCOCC2)CC1 | 1.3% | -5
13 | Cc1nc2ncnn2c(N2CCN(C(=O)c3cccc(F)c3)CC2)c1Cc1ccccc1 | -0.3% | 7
14 | CCCCc1c(O)nc(SCC(=O)c2ccccc2)n(-c2ccccc2C)c1=O | 3.7% | nt
15 | COc1ccc(CN2CCc3ccccc3C2)c(OC)c1 | 2.1% | -6
16 | CCn1c(SCC(=O)Nc2ccc(S(N)(=O)=O)cc2)nnc1-c1cccc(OC)c1 | 1.6% | ?
17 | COc1ccc(-c2nc(C)sc2C)cc1 | -3.9% | -6
18 | CCOC(=O)c1ccc(N2C(=O)CC(N3CCC(O)(c4ccc(Br)cc4)CC3)C2=O)cc1 (stereo unspecified) | -4.6% | -1
19 | Cn1c(=O)c2c(ncn2CC(=O)OCC(=O)NCc2ccccc2Cl)n(C)c1=O | -2.7% | 14
20 | CC/C(=N/Nc1ccccc1)c1cnnc(-c2ccccc2)n1 | -2.4% | nt
21 | Nc1cccc(NP(=O)(c2ccccc2)c2ccccc2)c1 | -2.9% | 5
22 | COc1cccc(/C=C/C(=O)Oc2ccc(C(=O)c3ccc(F)cc3)cc2)c1 | 0.4% | 7
23 | Cc1cc(-c2c(C)[nH]n(-c3ccc(Cl)cc3)c2=O)n(-c2ccccc2)n1 | -0.8% | nt
24 | CCOC(=O)N1CCN(C(=O)c2cn(CC)c3cc(N4CCN(C)CC4)c(F)cc3c2=O)CC1 | nt | 8

# An excerpt of these results, with each value named:
20: CC/C(=N/Nc1ccccc1)c1cnnc(-c2ccccc2)n1
  M. tuberculosis GlmU: -2.4%
  Mtb RmlCD inh: nt
21: Nc1cccc(NP(=O)(c2ccccc2)c2ccccc2)c1
  M. tuberculosis GlmU: -2.9%
  Mtb RmlCD inh: 5

# (continued)
nr | SMILES | M. tuberculosis GlmU | Mtb RmlCD inh
25 | COC(CNC(=O)c1cnn2c(C)c(Cc3ccccc3)c(C)nc12)OC | 1.0% | -14
26 | CCOc1ccc(/C=N/NC(=O)c2nnn(-c3nonc3N)c2-c2ccc(OCC)cc2)cc1 | 6.8% | -2
27 | COc1ccc(S(=O)(=O)N(C)CC(=O)NCc2ccco2)cc1 | 3.1% | -10
28 | O=c1c2ccccc2nc(N/N=C/c2ccc(O)cc2)n1O | nt | 8
29 | O=C(NCCN1C(=O)S/C(=C\c2cccs2)C1=O)c1ccco1 | 3.8% | -14
30 | Cc1ccc(F)cc1NC(=O)Cc1ncc(C(F)(F)F)cc1Cl | 2.3% | 30
31 | O=C(C1CCN(CCCc2ccccc2)CC1)N(CCc1ccccc1)Cc1ccccc1 | 2.1% | -8
32 | CCOC(=O)c1c(NC(=O)c2ccc(N3C(=O)[C@@H]4[C@H](C3=O)[C@H]3C=C[C@@H]4C3)cc2)sc2c1CC(C)CC2 (stereo partly specified) | 0.8% | 8
33 | CCCCc1nc(N2CCOCC2)c(C#N)c2c1COC(C)(C)C2 | 3.8% | -7
34 | COc1cc([N+](=O)[O-])cc(/C=N/NC(=O)C(C)Nc2cccc(C)c2)c1O (stereo unspecified) | 5.9% | 18
35 | COc1ccc(/C=C/C(=O)N(Cc2cccs2)C2CCS(=O)(=O)C2)cc1 (stereo unspecified) | 1.4% | 3
36 | CCOC(=O)c1cc(C(C)(C)C)nc(SC)c1C#N | -0.8% | 6
37 | O=C(NCc1ccco1)C(c1ccncc1)N(C(=O)Cc1cccs1)c1ccccc1 (stereo unspecified) | -9.9% | 14
38 | NCCSSCCN | -0.8% | nt
39 | COc1ccccc1NC(=O)c1ccc(NC(=O)CN(C)Cc2ccccc2F)cc1 | -4.0% | -6
40 | O=C(Nc1ccccc1C(=O)O)c1cccc(F)c1 | 0.6% | nt
41 | Cc1ccc(C(C)(C)C)cc1S(=O)(=O)Nc1cccc(S(=O)(=O)NC2=NCCC2)c1 | 1.6% | -9
42 | O=C(Nc1ccccc1Cl)C1CC(=O)N(c2ccccc2)C1 (stereo unspecified) | -1.1% | 3
43 | Cc1nn(-c2cccc(C(F)(F)F)c2)c(Cl)c1/C=N/n1cnnc1 | 0.0% | -9
44 | CC1CCc2sc(-c3n[nH]c(=S)o3)cc2C1 (stereo unspecified) | -0.2% | -10
45 | Cc1ccccc1Cn1cc(S(=O)(=O)CC(=O)Nc2nccs2)c2ccccc21 | -0.5% | -13
46 | O=C1CN(C(=O)COC(=O)CCC(=O)c2ccc3c(c2)OCCO3)c2ccccc2N1 | 1.6% | -7
47 | COc1ccc(C(=O)C2CCCN(Cc3cnc(N4CCOCC4)s3)C2)c(OC)c1 (stereo unspecified) | -2.7% | 3
48 | CC1CN(C2=N/C(=C/c3ccc4c(c3)OCO4)C(=O)N2)CC(C)O1 (stereo unspecified) | 0.8% | 7
49 | COc1ccc(CC(=O)NCc2n[nH]c(=S)n2-c2ccc(Br)cc2)cc1 | 7.4% | -5
50 | COc1ccc(/C=N/NC(=O)Cn2cnc3c2c(=O)n(C)c(=O)n3C)cc1 | 5.0% | nt
51 | CC1CC(=S)Nc2ccccc2N1Cc1ccccc1 (stereo unspecified) | 0.9% | 8
52 | CC(CNCC1CCCO1)COc1ccccc1 (stereo unspecified) | 5.6% | 7
53 | C1=C(c2ccccc2)CCN(c2nc3ccccc3n3cnnc23)C1 | 3.9% | nt
54 | COc1ccccc1Cn1c(SCC(N)=O)nc2c(oc3ccccc32)c1=O | 2.2% | -7
55 | NNC(=O)c1ccc([N+](=O)[O-])c(CS(=O)(=O)c2ccc(Cl)cc2)c1 | nt | -8
56 | CCCCOc1ccc(-c2[nH]ncc2C=O)cc1 | 6.5% | 10
57 | CCOC(=O)c1nnn(-c2ccccc2C#N)c1C | -6.4% | 21
58 | CC(C)[C@H](NC(=O)OCc1ccccc1)C(=O)NCc1ccccc1 | -6.2% | -3
59 | COc1ccc2c(c1)C(c1ccc(C)o1)=NNC(c1ccccc1)=N2 | 2.2% | -9
60 | Cc1ccc(S(=O)(=O)c2cnc(-c3ccccc3)nc2Oc2ccccc2)cc1 | -2.6% | 71

# Among those listed so far, two contain a COOH group.
nr | SMILES | M. tuberculosis GlmU | Mtb RmlCD inh
9 | CC(CNC(=O)C1CCCCC1C(=O)O)c1ccccc1 (stereo unspecified) | -3.5% | 6
40 | O=C(Nc1ccccc1C(=O)O)c1cccc(F)c1 | 0.6% | nt

# More entries follow:
nr | SMILES | M. tuberculosis GlmU | Mtb RmlCD inh
61 | O=C(Nc1nc2ccccc2[nH]1)c1ccc(F)c(S(=O)(=O)N2CCOCC2)c1 | -1.4% | 39
62 | O=C1CCC(=O)N1OCCCOc1ccc2c(c1)CCC2 | 1.5% | 9
63 | Cc1ccc(-n2c(=O)c3c(C)c(C)sc3n(Cc3cc(=O)n4ccccc4n3)c2=O)cc1C | 7.5% | nt
64 | COc1ccc(NC(=O)CS(=O)(=O)c2cn(CC(=O)N3CCOCC3)c3ccccc23)cc1 | -0.7% | 6
65 | COc1ccccc1N(C(C)=O)C1SC(=O)N(c2ccccc2)C1=O (stereo unspecified) | 1.2% | 42
66 | COc1cccc(NC(=O)c2ccc3c(c2)N(CC(=O)N2CCCCC2)C(=O)C(C)(C)O3)c1 | -0.8% | 2
67 | COc1cc(CNCc2ccccn2)ccc1OCc1cccc(Cl)c1 | -11% | 7
68 | COc1ccc(CN2CCOCC2)cc1OC | -0.4% | nt
69 | C/C=C1\COC(C(=O)NCc2ccncc2)(C(F)(F)F)C=C1C=C1CCCCC1 (stereo unspecified) | 0.4% | nt
70 | O=C1CN(c2nc3ccccc3n3cnnc23)CC(=O)N1CCc1ccccc1 | 1.6% | nt
71 | c1ccc(CN2CCC(Nc3nc(-c4cccnc4)nc4ccccc34)CC2)cc1 | 4.1% | -9
72 | CCOC(=O)N1CCN(S(=O)(=O)c2ccc(OC)c(Cl)c2)CC1 | -2.9% | -10
73 | O=C(CSc1ccccn1)N/N=C/c1ccccc1[N+](=O)[O-] | 1.5% | -23
74 | CCNc1ccc(C(=O)OCC)cc1NC(=O)c1cccc(S(=O)(=O)N2CCOCC2)c1 | 1.1%&-4.3% | -1
75 | O=C(NCCc1csc(-c2cccnc2)n1)c1ccc(Cl)cc1 | -3.8% | nt
76 | COc1cccc(OC)c1C(=O)NC(=O)Nc1c(F)cc(F)cc1F | -3.0% | 4
77 | COc1ccc(C(=O)/C=C2/Sc3cc4c(cc3N2C)OCO4)cc1 | -5.3% | 15
78 | CCOC(=O)Cn1nnc(-c2cc(OC)c(OC)c(OC)c2)n1 | 2.1% | -18
79 | COc1ccc(Nc2nc(C)cc(=O)[nH]2)c(OC)c1 | 2.9% | nt
80 | CN(Cc1nc2ccccc2n1C)S(=O)(=O)c1ccc(F)cc1 | 7.4% | 6
81 | COc1ccc(Cl)cc1N1C(=O)CC(Sc2ccccc2N)C1=O (stereo unspecified) | -5.0% | 26
82 | COc1cc(/C=N/NS(=O)(=O)c2ccc(C)c([N+](=O)[O-])c2)ccc1O | -1.2% | 4
83 | CCCOc1ccccc1/C=C(\C#N)C(=O)Nc1cccnc1 | 2.3% | 9
84 | CC(C)NC(=O)c1onc(CSc2cccc3ccccc23)c1C(=O)O | -0.2% | nt
85 | CCC(/C=N/NC(=O)C(=O)N/N=C/C(CC)CC)CC | 1.6% | 3
86 | Cc1ccccc1C(=O)N1CCN(c2ccc(NC(=O)c3ccc4c(c3)OCO4)cc2)CC1 | -4.7% | 7
87 | Cc1nc2c(N=Nc3ccccc3F)c(N)nn2c(N)c1C#N | 0.7% | 13
88 | COCCSc1ccccc1C(=O)Nc1ccccc1C(C)C | -6.0% | -7
89 | O=C(Nc1cccnc1)c1ccc(NS(=O)(=O)c2cc([N+](=O)[O-])ccc2Cl)cc1 | 6.0% | 22
90 | CC1=NCCN1CCNC(=O)Nc1ccc(F)cc1 | 54% | 2
91 | COC(=O)c1ccc(C(=O)OC)c(NC(=S)N2CCN(c3ccc(F)cc3)CC2)c1 | 3.4% | -9
92 | COc1ccc(CCNC(=O)CSCc2ccc([N+](=O)[O-])cc2)cc1OC | 4.0% | -7
93 | C=CCn1c(Cc2cccs2)nnc1SCC(=O)c1cccc(Br)c1 | 2.8% | -16
94 | CCC(C)C(NC(=O)OC(C)(C)C)C(=O)NC(Cc1ccccc1)C(=O)OC (stereo unspecified) | -0.4% | -7
95 | CC(C)CC(=O)N1CCN(C(=O)CCC2CCCC2)CC1 | 6.8% | nt
96 | CC(=O)Cc1cc2cc([N+](=O)[O-])ccc2oc1=O | 4.3% | 11
97 | CC1CN(S(=O)(=O)c2cccc(C(=O)OCC(=O)Nc3ccc4c(c3)OCO4)c2)CC(C)O1 (stereo unspecified) | -0.7% | nt
98 | COc1ccc(C2(CN(C(C)=O)C(C)=O)CCCC2)cc1OC | -5.4% | nt
99 | COc1ccc(-c2cn3cccnc3n2)cc1F | -5.1% | -1
100 | CCCCN1C2=C(C(=O)CCC2)C(c2ccc(Cl)c(Cl)c2)C2=C1c1ccccc1C2=O (stereo unspecified) | -0.5% | nt
101 | CC(C)(C)NCC(O)c1cc(Cl)c(N)c(Cl)c1 (stereo unspecified) | -4.0% | nt
102 | COc1cc(C)c(Cl)cc1S(=O)(=O)N(C)C | -7.0% | nt
103 | C=CCC1(NCc2ccco2)CCN(CC)CC1 | 3.1% | 5
104 | CCC(CC)C(=O)NCc1ccc(OC)cc1 | -6.5% | nt
105 | O=C(OCn1ncc(Cl)c(Cl)c1=O)c1ccc(C(F)(F)F)cc1 | 0.4% | -5
106 | CC1CC(C)(C)NC(=S)N1CCC(=O)NCc1ccc(F)cc1 (stereo unspecified) | 4.6% | 7
107 | Cn1cccc1/C=N/NC(=O)c1ccco1 | -1.4% | 3
108 | CCCc1cc(Nc2cccc(OC)c2)n2ncnc2n1 | -1.1% | nt
109 | O=C(CN(Cc1ccccc1)S(=O)(=O)c1ccccc1)NC1CC1 | -2.5% | nt
110 | COc1ccc(S(=O)(=O)N2CCC(C(=O)N3CCOCC3)CC2)cc1Cl | 0.1% | 7
111 | COc1ccc(CCN(C)Cc2ccc(F)cc2F)cc1OC | 4.3% | 10
112 | CC(C)Cn1c(Br)nc2c1c(=O)n(CCC#N)c(=O)n2C | -1.1% | nt
113 | COc1cc(N=Cc2c(O)[nH]c3ccccc23)cc(OC)c1OC | 2.3% | 2
114 | O=C(O)CSc1c2c(nc3cc(C(=O)N4CCOCC4)ccc13)CCCC2 | 4.2% | 48
115 | CCOC(=O)c1sc(N(Cc2ccccc2)C(=O)CN2C(=O)CN(C)C2=O)nc1C | 0.8% | 2
116 | COc1ccc(-c2nn(-c3ccccc3)cc2C(=O)NC(=S)Nc2cc(Cl)ccc2Cl)cc1 | -0.8% | 5
117 | COc1ccc(NC(=O)COC(=O)c2cccc(S(=O)(=O)N(C)C)c2)cc1 | 0.9% | -6

# The list is partial; count on the stated rates, not on these rows.
